HSF-1 act = increases HSF-1 driven luciferase reporter signal; AID 504408; 300,000 tested, 1.7% active; activation, % at 9 µM; NIH3T3-HGL HSF-1 luciferase reporter, MG132, 8 h; 100% = twice DMSO control signal;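 active means mean replicate activation of at least 50% with a set share of replicates each reaching 50%; inconclusive means only one of those two conditions met; inactive means mean below 50% and too few replicates reaching it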;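 further: 0% = median of the neutral control wells and 100% = twice that signal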
IEC-6 tox = counter-screen for KLF5 inhibitors: cytotoxicity in IEC-6 cells; IEC-6 cytotoxicity, luminescence viability; inhibition, % at 5 µM; 290,000 tested, 0.78% active; in the data active means inhibition above about 22%;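 further: 0% = plate median of test compound wells and 100% = cytotoxic reference compound wells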
HSP90 inh = inhibitors of HSP90 luciferase refolding in rabbit reticulocyte lysate | luciferase refolding luminescence, 3 h | inhibition, % at 5.6 µM | 290,000 tested, 0.91% active | AID 1789;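 active means inhibition above the screen-wide mean plus 3 SD, computed separately per campaign, cut at about 16% in these data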;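 further: 0% = DMSO wells and 100% = 60 µM geldanamycin wells; inhibitors lower the luminescence because luciferase stays unfolded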
HSF1 inhib = HSF1 inhibition. NIH3T3-HGL HSE-luciferase, MG132-induced, luminescence 8 h; active compounds read low. activity change, negative = inhibition, % at 7.5 µM (by protocol). 300,000 tested, 0.77% active;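 active means more than half of replicate wells show activity change below -50%, luminescence cut by over half; inconclusive means some wells, but at most half, below -50%; inactive means no replicate well below -50%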;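 further: luciferase reports HSF-1 transcriptional activity via heat shock element; 0% = median of DMSO wells and -100% = zero luminescence signal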
AI-2 QS modul = modulators of Vibrio harveyi AI-2 quorum sensing system | Vibrio harveyi JMH597 AI-2 luminescence/OD600 ratio, 9 h; active compounds read low; strain lacks LuxN and CqsS sensors; 0 = neutral-control median | activity change, % at 7.5 µM | 300,000 tested, 0.4% active; in the data active means activity change below about -75%, passing the limit was not always enough; inconclusive means no clear call, values can overlap the other calls;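 further: luminescence divided by OD600 gain over 9 h not by final OD600 alone; inactives centre near 13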
HIF act = HIF pathway transcriptional activation; U2OS HRE-luciferase reporter, luminescence; normalized: DMSO 0%, desferrioxamine 100%; activation, % at 7.5 µM (by protocol); 300,000 tested, 0.32% active; AID 1910;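 active means mean activation of at least 10% of the iron chelator positive control signal, with at least half of replicates also reaching 10%; inconclusive means mean and replicate majority disagree about reaching 10%; inactive means mean and most replicates under 10%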
KLF5 inh = inhibitors of KLF5 expression. inhibition, % at 5 µM. DLD-1 KLF5 promoter-luciferase reporter, luminescence. 290,000 tested, 0.23% active;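 active means inhibition above a per-plate limit of that plate's mean compound inhibition plus 3 SD, cut at about 60% in these data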;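 further: 0% = DMSO wells and 100% = LY294002 at 200 µM; higher means less KLF5 promoter-driven luciferase light; inactives centre near -14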
aSyn UTR inh = 5' untranslated region of α-synuclein, MLPCN primary screen; alpha-synuclein 5'UTR reporter, inhibitor activity; inhibition, % (tested at 7.5 µM); 300,000 tested, 0.82% active; AID 1813; in the data active means inhibition above about 60%; inconclusive means no clear call, values can overlap the other calls;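 further: H4 neuroglioblastoma cells stably carrying SNCA 5'UTR luciferase fusion; 0% = DMSO wells and 100% = positive control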
Platelet DG rel = modulates dense granule release in human platelets | human platelet-rich plasma, SFLLRN dense granule ATP release, luminescence | inhibition, %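 (compounds screened at 7.5 µM in platelet-rich plasma)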 | 300,000 tested, 0.22% active;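 active means mean replicate score, as percent of positive control, at or above 50; inconclusive means mean below 50 but at least one replicate at or above 50; inactive means mean and every replicate below 50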
HDAC3 inhib = blocks human histone deacetylase 3; O15379; recombinant HDAC3, fluorogenic peptide/trypsin coupled, fluorescence; inhibition, % at 8.3 µM; 320,000 tested, 0.15% active; AID 2718; in the data active means inhibition above about 26%, passing the limit was not always enough; inconclusive means no clear call, values can overlap the other calls
Target sequence (O15379 whole entry, looked up): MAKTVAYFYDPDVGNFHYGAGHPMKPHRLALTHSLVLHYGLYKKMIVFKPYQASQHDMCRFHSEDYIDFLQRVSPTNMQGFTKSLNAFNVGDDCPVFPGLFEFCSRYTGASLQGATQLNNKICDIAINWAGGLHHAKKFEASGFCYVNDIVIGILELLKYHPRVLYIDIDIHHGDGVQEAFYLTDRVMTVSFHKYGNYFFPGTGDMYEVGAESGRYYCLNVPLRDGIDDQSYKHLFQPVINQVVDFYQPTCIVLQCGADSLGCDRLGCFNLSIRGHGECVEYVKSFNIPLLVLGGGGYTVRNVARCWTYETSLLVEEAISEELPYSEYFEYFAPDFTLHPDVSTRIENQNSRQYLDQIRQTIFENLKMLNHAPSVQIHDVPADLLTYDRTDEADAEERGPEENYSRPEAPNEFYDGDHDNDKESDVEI
* hit, by the source's call; ? = inconclusive; / = not tested or not shown.

smiles,HSF-1 act,IEC-6 tox,HSP90 inh,HSF1 inhib,AI-2 QS modul,HIF act,KLF5 inh,aSyn UTR inh,Platelet DG rel,HDAC3 inhib
CNC(=O)n1cc(C)c(-c2cccs2)n1,-3,1,2,4,9,0.2,6,17,-3,2
CN1CCN(C(c2ccc(Br)cc2)c2cc(Cl)c3cccnc3c2O)CC1 (centres undefined),11,8,6,5,-141*,6.6,30,67*,6,4
CCCCC(=O)Nc1nc(C)c(C(C)=O)s1,-5,-6,2,-1,12,0.6,-54,-14,-4,8
COc1cccc(NC(=O)C2CSC3(C)CCC(=O)N23)c1 (centres undefined),-10,/,/,-2,21,-0.5,/,11,-8,5
COc1cc(/C=N/NC(=O)c2cccnc2)ccc1OS(=O)(=O)c1ccc(F)cc1,-2,-2,4,1,7,-0.3,-46,-49,-8,-1
O=C(NC1CC1)c1ccc(-c2ccccc2)cc1,42,-10,-2,27,11,4.3,-32,-142,6,5
C[C@@H](C(=O)Nc1nc2ccccc2s1)N1C(=O)C2CC=CCC2C1=O (some centres undefined),4,-3,-1,2,11,0.1,4,14,0,4
CCCOc1ccc(-c2nc(C#N)c(NCCCn3ccnc3)o2)cc1,6,-4,-2,3,26,-0.3,-25,-16,-4,-3
CC1(C)CC(=O)c2cc(N=C/C(C(=O)c3ccccc3)=C(\O)c3ccccc3)c(=O)oc2C1,3,7,-4,5,49,4.1,-28,-72,-4,-1
COc1cc2ncnc(NCc3ccco3)c2cc1OC,-5,3,-2,-4,14,-0.9,-10,-43,-5,1
CN(C)/C=C/C(=O)c1ncc(C(F)(F)F)cc1Cl,19,2,2,2,15,-0.4,-17,4,-1,-3
Cn1cc(Cl)c(C(=O)NC2CCCC2)n1,15,-2,3,0,-1,0.2,-68,-4,-8,/
O=[N+]([O-])c1ccc(C=Nc2ccc(Cl)cc2Cl)s1,21,-4,-2,2,48,0.2,-18,-48,-1,6
COc1cc(C(=O)NNC(=O)CNC(=O)c2ccc(Br)o2)cc(OC)c1OC,-6,1,0,-8,21,-0.2,-24,-7,-3,1
CC(=O)c1ccc(OC(C)C)c(CSc2nc(O)cc(=O)[nH]2)c1,3,0,2,5,49,-0.5,-21,20,-2,-1
Cc1ccc(/C=c2\sc3nc(-c4ccccc4Br)nn3c2=O)o1,-4,-1,1,-6,-5,-0.3,-31,1,1,8
COc1cc(OC)nc(NC(=O)CS(=O)(=O)c2ccccc2)n1,-30,0,2,-13,13,-0.4,-22,20,7,6
CC(C)Sc1oc(-c2ccco2)nc1S(=O)(=O)c1ccc(F)cc1,5,2,2,4,4,-0.9,9,10,4,9
Cc1ccc(N(CC(=O)NCC2CCCO2)S(=O)(=O)c2ccccc2)c(C)c1 (centres undefined),-1,-6,-3,3,23,-39,15,-21,-2,-4
COc1cccc(C2=CC(c3cc(OC)ccc3OC)n3nnnc3N2)c1 (centres undefined),-4,0,1,-5,18,3.6,-12,-165,0,-6
CCCC(c1nnnn1CCOC)N1CCN(c2cccc(OC)c2)CC1 (centres undefined),3,8,4,-3,29,-0.9,17,18,-4,/
COc1ccc(CN2CCNC(=O)C2CC(=O)NCCSc2nccn2C)cc1OC (centres undefined),6,-4,-6,-5,12,-0.3,-23,24,-2,-7
Cc1sc2nc(CN3CCCC3)nc(NCc3ccncc3)c2c1C,1,2,5,-5,32,-0.4,4,-4,2,11
CCOc1ccc(N2CC(C(=O)N3CCN(C(=O)c4ccco4)CC3)CC2=O)cc1 (centres undefined),2,-10,-2,6,10,2.0,-17,4,-13,2
COc1ccc(N2CCN(C(=O)C(C)(C)Oc3ccc(Cl)cc3)CC2)cc1,-3,-2,3,4,17,0.1,32,33,4,0

Later entries
smiles,HSF-1 act,IEC-6 tox,HSP90 inh,HSF1 inhib,AI-2 QS modul,HIF act,KLF5 inh,aSyn UTR inh,Platelet DG rel,HDAC3 inhib
O=S(=O)(O)c1ccc(N2N=C(c3ccccc3)CC2c2ccccc2)cc1 (centres undefined),4,-6,-3,-4,19,0.2,2,-1,-1,-232
COc1ccc(NS(=O)(=O)c2ccc3[nH]c(=O)[nH]c3c2)cc1OC,13,-6,-3,-5,44,-0.1,-13,24,1,-4
O=C(Nc1ccc2c(c1)Cc1ccccc1-2)c1ccncc1,21,-4,2,13,1,1.6,-70,-134,-11,8
COc1cc(OC)cc(C(=O)NC2CCN(Cc3nnnn3Cc3ccc(F)cc3)CC2)c1,9,4,3,0,12,-0.3,-40,3,1,-13
CCn1c(=O)c(C(=O)NC(C)C)c(O)c2ccccc21,0,7,2,-1,20,0.1,-18,-5,-5,/
COc1ccc(OCCn2cc(/C(N)=N/O)c3ccccc32)cc1,8,-3,3,0,3,0.4,-5,-35,1,5
COc1ccc(S(=O)(=O)Cc2ccc(C(=O)NCCc3cc(OC)ccc3OC)o2)cc1,15,-2,6,4,50,-0.1,18,-11,5,2
COc1ccccc1C(=O)NC(=S)Nc1ccc(N2CCN(C(=O)c3ccco3)CC2)cc1,-45,-5,-5,?,31,0.8,-11,-10,-8,-2
COc1ccc([C@H]2/C=C\CN(S(=O)(=O)c3cccc4cccnc34)[C@@H](C)C(=O)N2Cc2ccc(F)cc2)cc1,/,/,/,17,21,0.2,/,12,3,-7
O=C1C2=C(c3ccccc31)[N+](=O)[C@@H]1CCCC[C@@H]1N2[O-],0,4,0,6,31,0.1,2,-94,2,4
CC(=O)n1cc(/C=N/NC(=O)c2ccc([N+](=O)[O-])cc2)c2ccccc21,-5,1,2,-1,-5,0.2,-1,-24,-8,-7
O=[N+]([O-])c1ccccc1/C=N/NC1=NCCN1,-3,/,/,8,17,0.0,/,-4,-5,7
CCCCCCC1CCC(C(=O)Nn2c(C)nc3ccccc3c2=O)CC1 (centres undefined),-11,-3,-1,2,10,0.0,-24,4,-4,6
COc1ccc(S(=O)(=O)N(CCc2ccccc2)CC(N)=O)cc1,17,4,5,1,-5,0.0,-10,21,0,-2
O=C(O)c1ccc(N2C(=O)CC(N3CCN(c4cccc(Cl)c4)CC3)C2=O)cc1 (centres undefined),-8,1,0,-12,27,-0.1,-14,0,2,-4
CC(C)Sc1cc(N2CCOCC2)nc(-c2ccccc2)n1,1,3,-3,3,36,-0.6,0,37,9,-3
CCCCN(CC)CCNC(=O)C1CCN(S(=O)(=O)c2cccc3nsnc23)CC1,-3,6,2,-1,5,0.4,-4,7,-7,0
O=C(/C=C/c1ccc(Br)cc1)NC(=S)Nc1ccc(S(=O)(=O)Nc2nccs2)cc1,25,6,-2,7,23,0.1,-4,5,-5,1
Cc1ccc(C)c(S(=O)(=O)NC(CCC(N)=O)C(=O)O)c1 (centres undefined),-8,4,1,0,12,-0.1,-25,-3,1,4
O=C(O)CNS(=O)(=O)c1ccc2c(c1)Cc1cc(S(=O)(=O)NCC(=O)O)ccc1-2,-9,-6,0,-8,/,-0.4,-22,-10,3,-3
CC(C)Cn1c(-c2cccs2)nc2ccccc21,5,-4,2,4,29,0.4,-26,28,5,-20
CSCCC(NC(=O)c1ccco1)C(=O)O (centres undefined),-8,-8,5,-6,4,-0.5,-38,-2,6,3
S=c1[nH]nc(Cn2cnc3ccccc32)n1-c1ccccc1,1,-4,-2,2,12,0.4,-12,9,-6,-2
Cc1ccc(N2C(=N)/C(=C3/Nc4ccccc4S3)C(c3ccccc3)C2=O)cc1 (centres undefined),/,1,-2,/,/,/,-25,/,/,1
CC(C)(C)c1ccc(-c2n[nH]c(=S)n2C2CCCC2)cc1,24,-8,2,6,/,0.4,-15,8,7,0

More records
smiles,HSF-1 act,IEC-6 tox,HSP90 inh,HSF1 inhib,AI-2 QS modul,HIF act,KLF5 inh,aSyn UTR inh,Platelet DG rel,HDAC3 inhib
O=C(O)COc1ccc(Nc2ccccc2)cc1,-14,-11,-4,-8,34,-0.1,-24,0,8,-1
C/C=C\C=C\C(=O)Nc1cccc(C2=NOC3(C2)C[C@@H](C(N)=O)N(C(=O)C(c2ccccc2)c2ccccc2)C3)c1 (some centres undefined),-13,/,/,4,11,0.0,/,18,-2,2
Cc1ccc(NC(=O)c2ccccc2NC(=O)c2cccnc2)cc1,10,5,-1,-8,22,-11,22,-43,1,0
O=C(COC(=O)c1cc([N+](=O)[O-])ccc1N1CCOCC1)NCc1ccc(Cl)cc1Cl,8,-1,4,8,15,-0.7,-5,-4,8,4
O=C(NC(=S)Nc1ccc(Cl)cn1)C(c1ccccc1)c1ccccc1,7,0,3,8,19,-1.2,-1,11,10,0
Cc1cc(NC(=O)CSc2nc(C(C)C)nc3sc(C)c(C)c23)no1,5,1,-1,-10,-1,1.4,-24,29,-3,3
COc1ccc(CCN2C(=O)N(c3ccc(OC)cc3)C(=O)C2CC(=O)Nc2ccc(OC)cc2)cc1 (centres undefined),-7,-3,1,0,23,-0.3,-6,5,-2,-4
Cc1cnc(=O)[nH]c1SCC(=O)c1ccc(F)cc1,4,4,-3,0,20,-0.1,-18,-12,13,-6
COc1ccc(NC(=O)CSc2nnc3n2CCCCC3)cc1,8,-3,1,-6,6,-0.4,-19,2,-1,3
Cc1ccc(C(=O)Nc2ccc(N3CCN(S(C)(=O)=O)CC3)cc2)cc1C,27,0,2,6,12,0.6,-36,-45,-8,2
CCCn1cc(CN2CCC(n3nccc3NC(=O)c3ccc4c(c3)OCO4)CC2)c(C)n1,-8,0,-5,-6,13,0.2,-35,-4,5,-3
Cc1c(NC(=O)CCC(=O)N2CCOCC2)c(=O)n(-c2ccccc2)n1C,12,1,-1,-4,7,-58,-45,-4,-5,-7
CCc1nc2ccccc2n(CC)c1=O,-14,2,2,2,7,0.5,-7,23,-1,0
O=S(=O)(Cc1ncc(C(F)(F)F)cc1Cl)c1ccccc1,10,4,-2,1,5,1.1,-11,-11,7,-3
CN(C)c1ccc(/C=N/NC(=O)CCCO)cc1,-7,-8,-3,-2,24,0.9,-23,-41,5,-14
Cc1ccc2c(c1)Oc1ccc(NC(=O)CCl)cc1C(=O)N2,-3,16,4,4,7,-0.3,2,-30,-3,2
CCN1CCN(c2nc3c(c(=O)n(C)c(=O)n3C)n2CCSc2ncccn2)CC1,-8,1,1,-6,6,-0.2,-5,-13,0,2
COc1ccc(Nc2nc(-c3cccs3)nc3ccccc23)c(OC)c1,0,-3,-3,3,2,0.4,-25,15,-11,-6
CC1CN(C(=S)NC(=O)C2CCCCC2)CC(C)O1 (centres undefined),52*,2,2,12,9,-0.2,-4,0,0,-5
CC(=O)C(C)n1c(CN2CCN(C(=O)c3ccco3)CC2)nc2c1c(=O)n(C)c(=O)n2C (centres undefined),-13,-8,-1,-1,29,-0.3,-12,9,1,-1

Exported field by field: two of the compounds above.
Molecule: CCN1CCN(c2nc3c(c(=O)n(C)c(=O)n3C)n2CCSc2ncccn2)CC1
  HSF-1 act: -8 | IEC-6 tox: 1 | HSP90 inh: 1 | HSF1 inhib: -6 | AI-2 QS modul: 6 | HIF act: -0.2 | KLF5 inh: -5 | aSyn UTR inh: -13 | Platelet DG rel: 0 | HDAC3 inhib: 2

Molecule: COc1ccc(CCN2C(=O)N(c3ccc(OC)cc3)C(=O)C2CC(=O)Nc2ccc(OC)cc2)cc1 (centres undefined)
  HSF-1 act: -7 | IEC-6 tox: -3 | HSP90 inh: 1 | HSF1 inhib: 0 | AI-2 QS modul: 23 | HIF act: -0.3 | KLF5 inh: -6 | aSyn UTR inh: 5 | Platelet DG rel: -2 | HDAC3 inhib: -4

Compound activity as filed in PubChem.
